# Screens as filed in PubChem BioAssay.
# SMARCA2 activ = activators of SMARCA2 function | MG213 cells, MMTV-luciferase reporter, dexamethasone, overnight | 1% of 370,000 active | AID 652017 | activation, % at 9.1 µM; in the data active means activation above about 7.8%;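 further: 0% = vehicle wells and 100% = reference activator wells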
# GC-A act = GC-A (human) enzyme activation. P16066. HEK293 GC-A cells, cGMP TR-FRET, EC30 ANP; 0% at EC30 ANP, 100% saturating ANP. activation, % at 10 µM. 0.14% of 370,000 active; in the data active means activation above about 40%
# PG9 Ab binder = small molecules binding HIV-1 gp120 antibody PG9. TR-FRET gp120-PG9 antibody binding. inhibition, % at 6.7 µM. AID 624416. 0.43% of 360,000 active; in the data active means inhibition above about 8.5%
# rCAG RNA binder = molecules binding r(CAG) RNA repeats. 1.3% of 370,000 active. r(CAG) RNA repeat, TO-PRO-1 dye displacement fluorescence. inhibition, % at 3 µM;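 active means inhibition above the plate cutoff, the mean of all test compounds on that plate plus 3 SD, cut at about 35% in these data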;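 further: 0% = DMSO alone and 100% = 100 µM mitoxantrone as full dye displacement; higher means more dye released from RNA so lower well fluorescence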
# ARFGAP1 inhibitor = inhibitors of rat ARFGAP1; Arfgap1-stimulated ARF1 GTP hydrolysis, GDP FP detection; inhibition, % at 16.5 µM; 0.26% of 360,000 active; AID 651572;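 active means inhibition above a per-plate limit, mean inhibition of low control wells plus 3 SD, cut at about 25% in these data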;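 further: 0% = DMSO wells with enzyme and 100% = wells lacking Arfgap1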
# Target sequence (Q62848 1-136 limits assumed): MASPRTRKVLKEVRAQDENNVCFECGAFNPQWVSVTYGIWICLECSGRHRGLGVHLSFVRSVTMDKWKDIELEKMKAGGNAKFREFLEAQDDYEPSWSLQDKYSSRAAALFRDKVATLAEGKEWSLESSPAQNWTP
#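 System: truncated rat Arfgap1 GAP domain / Benchmarks: high control wells lacking Arfgap1, low control full reaction with DMSO / Times: compound-enzyme preincubation 20 min, reaction 120 min, detection 60 min, 25 °C / Repeats: one replicate per compound / Also added: human ARF1(Δ1-17)-GTP substrate / Measured by: Tracer-displacement fluorescence polarization with EDTA stop, 620/688 nm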
# GC-B act = GC-B (human) receptor activation; 0.11% of 370,000 active; P20594; activation, % at 10 µM; HEK293-GC-B cells, CNP EC30, cGMP TR-FRET; 0% at EC30 CNP, 100% saturating CNP;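 active means activation at 10 µM reaching about 35% in either raw or pattern-adjusted values, limit read from the data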
# ASAP1 GAP inh = blocks human ASAP1-stimulated Arf1 GTP hydrolysis. Q9ULH1. GDP FP detection. inhibition, % at 16.5 µM. 0.19% of 360,000 active. AID 624377; in the data active means inhibition above about 25%;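 further: 0% = vehicle with enzyme and substrate and 100% = no enzyme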
# mABHD4 FP = inhibitors of mouse ABHD4; Q8VD66; inhibition, % at 8.92 µM; purified mABHD4, FP-Rh probe fluorescence polarization; AID 720543; 0.54% of 370,000 active;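 active means inhibition exceeding the mean over every tested compound plus 3 SD, cut at about 30% in these data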;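 further: 0% = plate median of compound wells and 100% = S159A mutant with DMSO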
#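 Test system: mABHD4 protein; Read-out basis: % inhibition; Incubation: 45 min + 60 min at 25 °C; Repeats: single replicate; Technique: fluorescence polarization with parallel and perpendicular emission, 525/598 nm; Compound: 8.92 µM, single dose; Benchmarks: full inhibition S159A mutant plus DMSO, zero as sample-well median.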
# NR1D1 modulator = modulates human Rev-erb alpha binding to DNA. P20393. activity, % at 10 µM. Rev-erbα–FITC-DNA binding, fluorescence polarization, 90 min. 0.79% of 370,000 active;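 active means activity above about 14%, limit read from the data; passing the limit was not always enough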;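 further: 0% = DMSO wells with 35 nM protein and 100% = DMSO wells with 750 nM protein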
# Target sequence (P20393 whole entry, looked up): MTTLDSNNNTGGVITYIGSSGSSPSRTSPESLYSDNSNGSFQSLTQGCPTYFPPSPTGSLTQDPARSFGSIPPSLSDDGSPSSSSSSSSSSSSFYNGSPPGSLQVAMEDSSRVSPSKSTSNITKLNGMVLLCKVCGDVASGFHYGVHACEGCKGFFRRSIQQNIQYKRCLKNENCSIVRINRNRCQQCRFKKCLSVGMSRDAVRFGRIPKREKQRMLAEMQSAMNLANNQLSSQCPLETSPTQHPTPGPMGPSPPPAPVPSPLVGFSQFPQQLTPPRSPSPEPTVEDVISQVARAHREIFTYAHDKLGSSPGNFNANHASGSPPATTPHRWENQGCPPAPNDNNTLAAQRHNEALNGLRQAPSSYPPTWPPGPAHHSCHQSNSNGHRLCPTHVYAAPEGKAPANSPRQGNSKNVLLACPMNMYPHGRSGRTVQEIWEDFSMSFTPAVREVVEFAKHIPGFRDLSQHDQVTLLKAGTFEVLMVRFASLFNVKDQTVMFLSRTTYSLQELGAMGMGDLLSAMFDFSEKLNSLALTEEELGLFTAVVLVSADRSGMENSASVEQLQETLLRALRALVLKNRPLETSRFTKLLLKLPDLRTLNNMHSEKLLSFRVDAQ
# HTRA1 inh = HTRA1 (human) protease inhibition | recombinant HTRA1, FP-rhodamine activity-based probe, fluorescence polarization | inhibition, % at 5.96 µM | 0.5% of 340,000 active | AID 504803; in the data active means inhibition above about 36%;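 further: 0% = enzyme with DMSO and 100% = wells lacking enzyme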
# The depositor's hits bear a star; . = not tested or not shown.
1	O=C(CN1CCN(c2ncccn2)CC1)N(Cc1ccccc1)c1ccc(F)cc1
2	COc1cc(SC#N)ccc1N=Cc1c(C)[nH]n(-c2ccc(C)cc2)c1=O
3	Cc1ccc(S(=O)(=O)NC(=O)C2(C)CCN2C(=O)CC2CCCCC2)nc1 (stereo unspecified)
4	C=CCNC(=O)COc1coc(CN2CCN(Cc3ccccc3)CC2)cc1=O
5	O=C(COc1ccc(F)c(Cl)c1)N[C@H]1CCCN(CC2CC2)C1
6	Cc1cc(-c2ccc(/C=N/n3cnnc3)o2)c([N+](=O)[O-])cc1C
7	CS(=O)(=O)c1ccc(Nc2nc(C(N)COCc3ccccc3)cs2)cc1 (stereo unspecified)
8	COc1ccccc1/C=C/C(=O)OCC(=O)Nc1c(C)nn(-c2ccccc2)c1C
9	Cc1cccc(Nc2nc(N)nc(CSc3nccc(C)n3)n2)c1
10	O=C(NCCc1ccccc1)c1cc2ncc(Br)cn2n1
assay / entry	1	2	3	4	5	6	7	8	9	10
SMARCA2 activ	2	-2	3	-2	.	-3	-3	-1	2	8.1*
GC-A act	-4	-13	1	-1	-4	2	1	4	3	1
PG9 Ab binder	0.9	-0.1	-1.3	0.9	.	1.1	0.3	-0.5	-0.2	-1.6
rCAG RNA binder	-11	6	4	-4	.	6	5	1	-3	2
ARFGAP1 inhibitor	-3	-1	1	-3	.	6	6	-12	-1	1
GC-B act	-4	-1	3	0	-7	-10	-2	1	0	2
ASAP1 GAP inh	-6	6	2	-2	.	17	-1	11	-3	2
mABHD4 FP	17	4	-4	8	1	3	6	4	6	-2
NR1D1 modulator	1	6	4	0	-8	2	6	5	2	-20
HTRA1 inh	-10	-3	.	5	.	-7	.	-1	-10	-4

# One compound at a time, as listed above.
# COc1cc(SC#N)ccc1N=Cc1c(C)[nH]n(-c2ccc(C)cc2)c1=O reads SMARCA2 activ = -2; GC-A act = -13; PG9 Ab binder = -0.1; rCAG RNA binder = 6; ARFGAP1 inhibitor = -1; GC-B act = -1; ASAP1 GAP inh = 6; mABHD4 FP = 4; NR1D1 modulator = 6; HTRA1 inh = -3
# O=C(NCCc1ccccc1)c1cc2ncc(Br)cn2n1 reads SMARCA2 activ = 8.1*; GC-A act = 1; PG9 Ab binder = -1.6; rCAG RNA binder = 2; ARFGAP1 inhibitor = 1; GC-B act = 2; ASAP1 GAP inh = 2; mABHD4 FP = -2; NR1D1 modulator = -20; HTRA1 inh = -4

# (further entries)
11	O=C(O)CC1S/C(=N/N=C2CCCCC2)N(c2ccccc2)C1=O (stereo unspecified)
12	CCOC(=O)C1CCCN(C(=O)C(C)(C)Oc2ccc(Cl)cc2)C1 (stereo unspecified)
13	CNC(=O)c1ccc(-c2ccc(F)cc2)s1
14	FC(F)(F)Oc1ccc(NC(=S)NCCCN2CCOCC2)cc1
15	Fc1cccc(NC(=S)N2CCCC2)c1
16	COc1cccc(CN(C)C[C@@H]2OCc3cnnn3CCCC(=O)N([C@H](C)CO)C[C@H]2C)c1
17	CC1CCC/C(=N\Nc2ccc(Cl)c(C(=O)O)c2)C1 (stereo unspecified)
18	O=C(O)CCCN1C(=O)C2C3CC(C2C1=O)C1C(c2ccccc2)c2sc(=O)[nH]c2SC31 (stereo unspecified)
19	CC1CCCCN1C(=O)CCNC(=O)Cn1cnc2ccccc2c1=O (stereo unspecified)
20	COc1ccc(NC(=O)c2ccc3nc(C)c(N(C)C(=O)CCc4ccccc4)n3c2)cc1OC
assay / entry	11	12	13	14	15	16	17	18	19	20
SMARCA2 activ	-4	3	7	-1	0	-4	6	-1	-1	-5
GC-A act	-3	-9	11	2	3	-2	-3	3	0	2
PG9 Ab binder	1.5	-1.2	-2.5	0.4	-1.3	-0.5	-2.0	-0.6	-1.8	-1.8
rCAG RNA binder	9	-8	-3	-4	-3	0	6	8	2	-2
ARFGAP1 inhibitor	17	5	-9	10	1	7	0	6	-3	14
GC-B act	6	-8	-11	-13	-3	-3	-4	2	6	-2
ASAP1 GAP inh	5	8	-13	6	-14	-1	3	12	5	15
mABHD4 FP	9	2	-2	3	4	0	8	-2	-3	7
NR1D1 modulator	-1	2	3	-1	2	10	3	2	6	6
HTRA1 inh	2	-3	-3	-1	1	-1	3	2	0	.

21	CC(NCC(=O)NCC(=O)Nc1ccc(F)cc1)c1cccc(C(F)(F)F)c1 (stereo unspecified)
22	N#C/C(=C\c1ccc(-c2cccc(Cl)c2)o1)C(=O)Nc1cccc2cccnc12
23	COC(=O)C1CN(Cc2cn(Cc3ccccc3)nn2)CCS(=O)(=O)N1Cc1ccc(F)cc1 (stereo unspecified)
24	CN1CCN(c2nc3c(c(=O)n(C)c(=O)n3C)n2Cc2cccc3ccccc23)CC1
25	COC(=O)CN(c1ccccc1C)S(C)(=O)=O
26	COc1cc([N+](=O)[O-])ccc1NC(=S)Nn1cnnc1
27	CC(=O)c1ccc(N2CCN(C(=O)c3ccc(Cl)c(S(=O)(=O)NC4CC4)c3)CC2)c(F)c1
28	CC(C)(C)c1ccc(CC(=O)N2CCC2(C)C(=O)NS(=O)(=O)c2cccs2)cc1 (stereo unspecified)
29	O=C(Nc1ccc2c(c1)OCO2)N1CCC(c2nc3ccc(Cl)cc3[nH]2)CC1
30	COc1cccc(C(=O)N(Cc2ccccc2)Cc2cc3cc4c(cc3[nH]c2=O)OCCO4)c1
assay / entry	21	22	23	24	25	26	27	28	29	30
SMARCA2 activ	-1	0	-4	0	1	6	-2	1	-2	-2
GC-A act	2	-4	-1	3	4	0	-5	0	-2	0
PG9 Ab binder	1.5	0.5	.	2.8	-0.1	-3.4	0.5	-0.3	.	1.3
rCAG RNA binder	1	4	2	2	1	3	-3	13	5	1
ARFGAP1 inhibitor	3	8	.	-5	-4	0	3	4	.	10
GC-B act	1	-2	2	2	-2	7	3	5	-8	0
ASAP1 GAP inh	4	9	.	16	1	3	0	2	.	5
mABHD4 FP	2	5	5	1	4	-3	0	1	7	9
NR1D1 modulator	-1	-1	-2	-6	1	1	-2	-8	1	-3
HTRA1 inh	-1	-5	.	4	-2	3	3	.	.	0

# 2 records picked at random from the list so far:
25	COC(=O)CN(c1ccccc1C)S(C)(=O)=O
28	CC(C)(C)c1ccc(CC(=O)N2CCC2(C)C(=O)NS(=O)(=O)c2cccs2)cc1 (stereo unspecified)
assay / entry	25	28
SMARCA2 activ	1	1
GC-A act	4	0
PG9 Ab binder	-0.1	-0.3
rCAG RNA binder	1	13
ARFGAP1 inhibitor	-4	4
GC-B act	-2	5
ASAP1 GAP inh	1	2
mABHD4 FP	4	1
NR1D1 modulator	1	-8
HTRA1 inh	-2	.

# The list continues:
31	CCOC(=O)CNC(=O)CNC(=O)c1nn(-c2ccc(OC)c(OC)c2)c(=O)c2ccccc12
32	Cn1c(=O)n(C)c2cc(/C=N/NC(=O)c3cc4cc(Br)ccc4o3)ccc21
33	O=C(Nc1ccn(CCCNCC2CCCCC2)c(=O)n1)OCc1ccccc1
34	CCNc1ccccc1CP(=O)(c1ccccc1)c1ccccc1O (stereo unspecified)
35	O=C(CSc1nnc(Cc2ccccc2)o1)Nc1ccc2c(c1)OCO2
36	O=C(NCc1cccs1)C1CCN(S(=O)(=O)c2ccccc2[N+](=O)[O-])CC1
37	CCCCCN(C(=O)CCC(=O)OCC(=O)c1ccc(C(C)(C)C)cc1)c1c(N)n(CCCC)c(=O)[nH]c1=O
38	O=C(Nc1ccc2c(c1)OCCO2)C(C1CC1)n1c(=O)c(-c2ccco2)nc2ccccc21 (stereo unspecified)
39	O=[N+]([O-])c1ccc(N2CCN(S(=O)(=O)c3ccccc3)CC2)cc1NCCN1CCOCC1
40	C[C@H](CO)N1C[C@H](C)[C@@H](CN(C)S(=O)(=O)c2cn(C)cn2)Oc2c(NC(=O)Nc3ccc(C(F)(F)F)cc3)cccc2C1=O
assay / entry	31	32	33	34	35	36	37	38	39	40
SMARCA2 activ	0	1	-1	1	2	-3	-1	0	-2	0
GC-A act	2	3	0	-23	0	-6	0	-2	-7	1
PG9 Ab binder	0.8	-1.0	-1.1	0.7	1.0	.	-1.0	0.3	-2.7	1.1
rCAG RNA binder	1	4	10	9	7	7	-2	18	0	16
ARFGAP1 inhibitor	1	17	-6	-7	-3	.	-1	0	8	-5
GC-B act	3	-4	1	3	-3	-11	-9	-2	-12	5
ASAP1 GAP inh	-1	5	-6	-2	0	.	3	8	2	7
mABHD4 FP	-14	-8	6	77*	-5	-4	3	-1	-2	-5
NR1D1 modulator	-1	3	12	0	8	8	-4	-2	6	-3
HTRA1 inh	1	-9	-6	.	-1	.	-5	.	-7	-7

41	COc1cccc(/C=C/C(=O)OCC(=O)NC2CCCCCCC2)c1
42	CC1CCCCC1NS(=O)(=O)c1ccc2c(c1)CCC(=O)N2 (stereo unspecified)
43	COc1ccc(C(=O)C2CCCN(C(=O)c3cccnc3OC)C2)c(C)c1 (stereo unspecified)
44	COc1ccc(N(Cc2cc3ccc(C)cc3[nH]c2=O)C(=O)C2CCCO2)cc1 (stereo unspecified)
45	CCCCCN1CCCCC(NC(=O)C(C)CCC)C1=O (stereo unspecified)
46	CCc1ccc(/C=N/NC(=O)Cc2ccc(OC)c(OC)c2)s1
47	Cc1ccc2[nH]c(SCC(=O)N3CCOCC3)nc2c1C
48	CCOC(=O)Cc1cnc(NC(=O)CSc2nc(N)cc(=O)[nH]2)s1
49	Cc1cc(C2=CC(=O)C[C@H](c3ccc(F)cc3)C2)ccc1F
50	COC(=O)C1=C(C)N(Cc2ccccc2)C(=NCCCCO)N[C@H]1c1cccc(C(F)(F)F)c1
assay / entry	41	42	43	44	45	46	47	48	49	50
SMARCA2 activ	0	-2	-1	0	0	0	4	-2	-7	3
GC-A act	3	1	-6	-13	1	5	-6	0	12	-13
PG9 Ab binder	-0.3	0.9	0.1	0.3	.	2.8	0.2	-4.0	0.4	-1.1
rCAG RNA binder	-2	-1	-7	-6	-1	-8	0	8	4	5
ARFGAP1 inhibitor	17	-6	-2	12	.	9	11	-2	0	-2
GC-B act	-1	1	-5	-7	4	-9	-3	1	-2	-19
ASAP1 GAP inh	-3	5	18	3	.	4	-5	2	2	-4
mABHD4 FP	1	0	-2	6	0	2	-3	-1	3	-13
NR1D1 modulator	-5	1	-2	0	6	2	3	3	2	-6
HTRA1 inh	-21	0	-2	1	.	7	6	-9	-46	1

51	O=C(Cc1cccs1)OCC(=O)c1ccco1
52	OC(COc1ccc(Cl)cc1)CN1C2=NCCCN2c2ccccc21 (stereo unspecified)
53	CC1(C)CC(C)(O)N(Cc2ccccc2)C(=S)N1 (stereo unspecified)
54	O=C(O)c1cccc(NC(=O)c2ccccc2NC(=O)c2ccco2)c1
assay / entry	51	52	53	54
SMARCA2 activ	1	0	-5	0
GC-A act	2	-15	-1	-1
PG9 Ab binder	0.3	-0.8	0.9	-0.1
rCAG RNA binder	13	6	0	5
ARFGAP1 inhibitor	-7	7	-1	5
GC-B act	2	-11	6	4
ASAP1 GAP inh	11	10	-1	9
mABHD4 FP	8	7	-1	-6
NR1D1 modulator	-6	4	-4	-9
HTRA1 inh	7	11	4	0
